# Screens as filed in PubChem.
# PRMT1 FP inh – PRMT1 methyltransferase inhibitors, primary screen, biochemical, fluorescence polarization; actives 1.3% (n = 370,000); AID 652257, 2013; inhibition, % at 2.79 µM; Protein arginine N-methyltransferase 1 (Homo sapiens), Q99873; recombinant PRMT1, activity-based probe fluorescence polarization;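 active = inhibition above about 21% made by adding two undisclosed values, limit read from the data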
# Target sequence (Q99873 whole entry, looked up): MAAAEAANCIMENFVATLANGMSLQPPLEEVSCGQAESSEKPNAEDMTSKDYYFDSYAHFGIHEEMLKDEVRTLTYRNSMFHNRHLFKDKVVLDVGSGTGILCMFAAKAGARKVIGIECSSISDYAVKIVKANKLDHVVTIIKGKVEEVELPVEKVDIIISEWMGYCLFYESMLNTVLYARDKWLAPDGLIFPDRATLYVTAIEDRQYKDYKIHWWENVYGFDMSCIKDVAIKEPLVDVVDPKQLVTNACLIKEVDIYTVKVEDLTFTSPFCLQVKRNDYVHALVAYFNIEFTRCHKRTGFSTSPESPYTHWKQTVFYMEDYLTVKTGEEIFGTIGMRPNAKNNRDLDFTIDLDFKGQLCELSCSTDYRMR
# UHRF1 binding – UHRF1 methylated DNA binding inhibitors, primary screen, counter-screen for MBD2 inhibitor project, biochemical, TR-FRET, human UHRF1, single concentration | E3 ubiquitin-protein ligase UHRF1 (Homo sapiens), Q96T88 | UHRF1 binding to methylated oligo | inhibition, % at 4.4 µM | actives 0.75% (n = 370,000); in the data active = inhibition above about 21%;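 also: UHRF1 SRA domain binding a hemimethylated CpG hairpin DNA probe; 0% = median of test compound wells and 100% = reference inhibitor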
# HTRA1 inhibitor – HTRA1 serine protease inhibitors, primary screen, biochemical, fluorescence polarization, HTS | Q92743 | recombinant HTRA1, FP-rhodamine activity-based probe | inhibition, % at 5.96 µM | actives 0.5% (n = 340,000) | AID 504803, 2011; in the data active = inhibition above about 36%;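 also: 0% = enzyme with DMSO and 100% = wells lacking enzyme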
# TCR-CD3 inh – inhibitors of human TCR-CD3 interaction, primary screen, biochemical, fluorescence, TAMRA-labeled TCR probe; T-cell receptor (TCR); AID 651800, 2012; actives 0.37% (n = 360,000); inhibition, % at 9.4 µM; in the data active = inhibition above about 19%;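 also: recombinant mutant TCR 2C K166C tagged with TAMRA read by polarization; 0% = receptor in buffer alone and 100% = receptor with positive control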
# PG9 binder – binders of HIV-1 gp120 antibody PG9, primary screen, biochemical, TR-FRET | TR-FRET gp120-PG9 antibody binding | inhibition, % at 6.7 µM | HIV-1 gp120 / PG9 antibody interaction | actives 0.43% (n = 360,000); in the data active = inhibition above about 8.5%
# rCAG RNA binder – binders of r(CAG) RNA repeats, primary screen, biochemical, fluorescence; r(CAG) RNA repeat, TO-PRO-1 dye displacement fluorescence; actives 1.3% (n = 370,000); inhibition, % at 3 µM; AID 651821, 2012;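 active = inhibition above the plate cutoff, the mean of all test compounds on that plate plus 3 SD, cut at about 35% in these data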;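 also: 0% = DMSO alone and 100% = 100 µM mitoxantrone as full dye displacement; higher means more dye released from RNA so lower well fluorescence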
# LEDGF integ inh – blockers of LEDGF/p75-dependent integrase strand transfer – biochemical, TR-FRET, high throughput, primary screen. HIV-1 integrase (with human LEDGF/p75). inhibition, % at 3.7 µM. AID 743269, 2014. TR-FRET IN-LEDGF/p75 DNA integration, Eu/Cy5. actives 0.64% (n = 370,000);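 active = inhibition above the screen-wide mean plus 3 SD, cut at about 13% in these data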;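 also: signal is the Cy5 over europium emission ratio at 671 and 618 nm; 0% = plate median of compound wells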
# Rev-erbA mod – modulators of Rev-erb alpha DNA binding, primary screen, biochemical, FITC-DNA, fluorescence polarization, uHTS; Rev-erbα–FITC-DNA binding, 90 min; activity, % at 10 µM; Nuclear receptor subfamily 1 group D member 1 (Homo sapiens), P20393; actives 0.79% (n = 370,000);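 active = activity above about 14%, limit read from the data; passing the limit was not always enough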;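 also: 0% = DMSO wells with 35 nM protein and 100% = DMSO wells with 750 nM protein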
# MBD2 inh – inhibitors of MBD2 binding to methylated DNA, primary screen, biochemical, TR-FRET, DNA-binding domain, human | actives 0.31% (n = 370,000) | Methyl-CpG-binding domain protein 2 (Homo sapiens), Q9UBB5 | MBD2 binding to methylated oligonucleotide | AID 686964, 2013 | inhibition, % at 4.4 µM; in the data active = inhibition above about 13%
# Target sequence (Q9UBB5 whole entry, looked up, the tested form may be a part): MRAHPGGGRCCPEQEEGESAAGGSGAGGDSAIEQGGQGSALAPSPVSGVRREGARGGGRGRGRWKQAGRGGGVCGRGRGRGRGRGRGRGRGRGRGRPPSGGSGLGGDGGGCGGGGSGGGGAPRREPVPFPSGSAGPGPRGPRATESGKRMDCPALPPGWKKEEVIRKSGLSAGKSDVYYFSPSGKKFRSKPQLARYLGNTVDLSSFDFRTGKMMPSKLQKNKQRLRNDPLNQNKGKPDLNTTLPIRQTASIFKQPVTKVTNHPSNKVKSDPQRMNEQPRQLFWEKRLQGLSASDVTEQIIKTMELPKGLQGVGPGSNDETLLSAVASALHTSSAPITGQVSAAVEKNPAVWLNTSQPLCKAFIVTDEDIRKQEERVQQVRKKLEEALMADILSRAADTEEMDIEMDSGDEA
# ABHD4 inh – ABHD4 inhibitors, primary screen, biochemical, fluorescence polarization, mouse. inhibition, % at 8.92 µM. actives 0.54% (n = 370,000). (Lyso)-N-acylphosphatidylethanolamine lipase (Mus musculus), Q8VD66. purified mABHD4, FP-Rh probe fluorescence polarization;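 active = inhibition exceeding the mean over every tested compound plus 3 SD, cut at about 30% in these data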;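 also: 0% = plate median of compound wells and 100% = S159A mutant with DMSO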
#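 assay system = mABHD4 protein | compound dosing = single nominal dose of 8.92 µM, 0.89% DMSO final | read-out basis = percent inhibition of probe binding, normalized to plate controls | schedule = Enzyme–compound pre-incubation 45 min, then probe 60 min, both 25 °C | detection = fluorescence polarization, excitation 525 nm, emission 598 nm, BODIPY TMR filters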
# * marks the source's active call; other numbers are inactive results; · = no result given. The list is partial; count on the stated rates, not on these rows.
SMILES,PRMT1 FP inh,UHRF1 binding,HTRA1 inhibitor,TCR-CD3 inh,PG9 binder,rCAG RNA binder,LEDGF integ inh,Rev-erbA mod,MBD2 inh,ABHD4 inh
Cc1ccc(NS(=O)(=O)c2ccc(NC(=O)C3CCCO3)cc2)cc1 (configuration not stated),4,0,-4,1,0.9,8,1,0,3,-1
Cc1cccc(Nc2ncnc3onc(-c4cccc(Cl)c4)c23)c1,1,0,-11,6,2.2,-1,1,-3,-3,8
Cc1nc2ccccc2c2nc3ccccc3n12,2,4,-9,-7,0.8,2,0,0,8,-10
CN(CC(=O)Nc1cccc(F)c1)C(=O)c1ccc(N2C(=O)c3ccccc3C2=O)cc1,0,-7,1,3,-0.3,1,-5,8,-8,3
CCOC(=O)C1CN(S(=O)(=O)c2ccc(C)cc2)c2ccccc2O1 (configuration not stated),-1,-2,-3,3,0.4,-5,8,4,-4,-6
O=C(CN(c1ccc(Br)cc1)S(=O)(=O)c1ccc(Cl)c([N+](=O)[O-])c1)NCC1CCCO1 (configuration not stated),-1,1,4,1,-0.7,0,2,-4,-8,4
Oc1ccc(-c2ccccc2)cc1CN1CCCCCC1,3,1,-1,-5,-0.5,4,-5,-3,-2,4
CCn1cc(C(=O)Nc2ccc(OC)c(OC)c2)c2cc(OC)c(OC)cc2c1=O,-4,2,-2,-1,-0.7,-6,1,1,-2,-7
CC(=O)Nc1nc(SCC(=O)NCC2CCCO2)[nH]c(=O)c1NC(=O)c1cccs1 (configuration not stated),-3,2,3,5,-1.3,1,1,-3,4,2
Cc1ccc(S(=O)(=O)N2CCCCC2)cc1C(=O)Nc1ccc(N2CCOCC2)cc1,-4,3,0,-3,-2.8,2,2,0,-2,-3
COc1cc(OC)c(C2C(C(=O)Nc3ccccc3)=C(C)Nc3ncnn32)cc1OC (configuration not stated),1,3,-4,-6,0.4,3,-1,0,-2,-2
O=C(O)CSc1nc(-c2ccccc2)cc(=O)[nH]1,1,-1,-3,2,-1.4,0,-1,-4,2,7
O=C(N[C@@H](Cc1ccc(O)cc1)C(=O)O)C(c1ccccc1)c1ccccc1,-2,0,7,2,-1.6,4,2,10,-5,9
Cc1n[nH]c(=S)n1/N=C/c1ccccc1OCc1ccc(Cl)cc1Cl,1,2,-3,-4,-0.1,4,0,2,4,1
CCOP(=O)(OCC)C(NC(=O)Nc1ccccc1)c1ccccc1 (configuration not stated),2,2,5,-4,-0.7,-5,-2,4,1,5
CCOc1ccc(N(C(=O)c2snc(C(N)=O)c2N)C(CC)C(=O)NC2CCCC2)cc1 (configuration not stated),2,3,6,-8,2.4,-1,0,4,1,-3
COc1ccc2ccccc2c1C1CC(=O)N2CN(C)CSC2=C1C#N (configuration not stated),20,-5,-45,-2,2.5,34,7,4,-3,28
Cc1ccc(NC(=O)CCC(=O)c2cccs2)cc1F,-8,1,-3,3,-1.0,4,4,-6,-4,-4
CN1CCN(C(=O)c2ccc(-c3nn(C)c(=O)c4ccccc34)cc2)CC1,-3,0,-1,-3,0.4,-6,1,-5,3,-1
CCOc1ccccc1NC(=O)CCCc1nc2ccccc2c(=O)[nH]1,-1,17,2,10,-2.1,-4,1,2,2,2
CN(C)S(=O)(=O)c1cc(NC(=O)CN2CCN(c3ccccc3O)CC2)ccc1Cl,0,2,7,0,1.1,2,1,-1,-2,1
O=C(CN1CCN(c2ccccn2)CC1)Nc1ccc(Oc2ccccc2)cc1,-1,0,-18,6,-0.1,-7,-2,6,-1,-9
O=C(COC(=O)CNC(=O)c1ccccc1F)NC12CC3CC(CC(C3)C1)C2,-2,0,2,3,-1.1,-4,6,5,3,-6
CCCCSc1nc2c([nH]1)c(=S)n(C)c(=O)n2C,1,-3,-1,1,-1.9,1,-1,5,-6,0
CNC(=S)N/N=C/c1c(C)c(C(=O)c2ccc(F)cc2)n2ccccc12,1,-6,7,3,-3.3,11,-3,9,-1,5

# Limited to ABHD4 inh, Rev-erbA mod and PRMT1 FP inh (two entries from above):
Compound	ABHD4 inh	Rev-erbA mod	PRMT1 FP inh
CCOc1ccccc1NC(=O)CCCc1nc2ccccc2c(=O)[nH]1	2	2	-1
COc1ccc2ccccc2c1C1CC(=O)N2CN(C)CSC2=C1C#N (configuration not stated)	28	4	20

# Going on with the list.
SMILES,PRMT1 FP inh,UHRF1 binding,HTRA1 inhibitor,TCR-CD3 inh,PG9 binder,rCAG RNA binder,LEDGF integ inh,Rev-erbA mod,MBD2 inh,ABHD4 inh
Cc1cc(Cn2nc(C(=O)NCC3CC3)cc2-c2ccccc2)on1,2,0,0,-2,-1.5,0,2,-5,2,-3
COc1ccccc1CN(C)C(=O)c1cc2ccccc2o1,2,4,-2,-2,-0.9,-3,-3,-2,2,0
CCc1c(O)nc(SCC(=O)Nc2ccc(Br)cc2)n(-c2ccc(C)cc2)c1=O,45*,3,-16,-7,0.3,32,-3,0,3,3
O=C(Nc1cc(C(F)(F)F)ccc1N1CCOCC1)c1ccco1,2,6,-3,-5,-1.2,0,0,-3,2,-6
Cc1ccc(NNC2CC(=O)N(c3cccc(Cl)c3)C2=O)cc1 (configuration not stated),9,-3,-16,-4,-3.7,25,6,5,1,0
COc1cc(/C=N\NC(=O)c2nonc2N)c(OC)cc1Br,2,2,-8,2,1.0,4,-1,4,1,-3
O=C(c1ccc2c(=O)n(-c3ccccc3)c(=S)[nH]c2c1)N1CCN(c2ccccc2)CC1,-3,2,1,3,-1.9,10,6,4,-5,-4
O=C(O)c1nccnc1C(=O)Nc1ccc(Cl)cn1,0,-1,13,1,-1.8,-2,1,-2,-1,2
O=C(Cn1cc2c(n1)CCCC2)NC1CCCCCC1,-4,2,-7,2,-0.4,-2,0,10,1,-2
CC(=O)C1=C(C)N(Cc2ccccc2)C(=O)N[C@H]1c1ccco1,3,-3,7,-5,0.7,4,0,-1,2,3
Cc1nn(C(=O)c2ccoc2C)c(N)c1-c1ccccc1,4,2,4,-9,-1.2,0,-2,3,7,-10
Cc1ccc(N2C(=O)Nc3ccccc3S2(=O)=O)cc1Cl,4,0,4,2,0.0,2,3,8,1,-9
COCCN(C(=O)C1CCN(C(=O)c2ccccc2C)CC1)c1c(N)n(CC(C)C)c(=O)[nH]c1=O,0,-1,0,6,0.9,3,-1,3,-2,-1
CCNC(=O)C1(C)CCCN(C(=O)c2cccc(C)c2C)C1 (configuration not stated),-2,-2,·,-4,1.7,3,-2,-1,1,-3
COc1ccc(NC(=O)NCCN2CCCCC2)cc1,-2,0,3,1,-2.8,2,2,-1,2,-4
O=C(Nc1ccc([N+](=O)[O-])cc1)C1(c2ccccc2)CCOCC1,-4,-3,-3,1,0.1,2,-1,-1,2,6
COCCNC(=S)N(CCc1c(C)[nH]c2ccc(OC)cc12)Cc1ccco1,-1,2,-2,0,-1.7,-3,-2,2,4,-1
CC(=O)Nc1cc(NC(C)=O)c(N=Nc2ccccc2)cc1C,0,-5,11,7,-7.4,1,4,4,-4,-1
CCN(C(=O)COC(=O)c1cc2ccccc2cc1O)C1CCS(=O)(=O)C1 (configuration not stated),-3,-1,-10,4,-1.3,2,1,-2,-2,-1
Cc1cc(=O)[nH]c(SCC(=O)N2CCCC2)n1,0,2,4,-6,0.7,3,-4,-6,-3,2
CCOC(=O)C1C(=O)CC(C)(O)C(C(=O)OCC)C1c1cccc(OC(F)(F)C(F)F)c1 (configuration not stated),2,1,-1,-1,1.6,-7,-5,-1,1,1
Cc1nn(Cc2nc(-c3cccs3)no2)c(C)c1Br,-5,1,-7,3,-2.1,1,0,2,-3,1
Cc1ccccc1Cn1c(=O)n(CCCC(=O)NCc2ccco2)c(=O)c2ccccc21,0,-1,-10,0,-1.4,-4,-1,-6,-1,-2
CC(=O)N1CCN(C2=NC(=O)C(=C3CCCCC3)S2)CC1,3,0,6,-4,3.2,-5,2,3,-5,-4
Cc1ccc(N(Cc2cc(=O)[nH]c3ccccc23)C(=O)CCl)c(C)c1,3,0,0,3,-0.8,1,-2,2,5,4

# The list continues.
SMILES,PRMT1 FP inh,UHRF1 binding,HTRA1 inhibitor,TCR-CD3 inh,PG9 binder,rCAG RNA binder,LEDGF integ inh,Rev-erbA mod,MBD2 inh,ABHD4 inh
COc1cc(CNCCO)cc(Br)c1OCc1ccccc1Cl,2,0,4,2,0.3,2,-1,0,3,10
CNc1c([N+](=O)[O-])cnn1-c1ccc(Cl)cc1Cl,-1,-3,2,7,-0.4,4,0,7,-2,2
CCOC(=O)c1cc(S(=O)(=O)Nc2cccc(OC)c2)cn1C,4,3,2,-1,-1.3,3,0,-2,11,-14
COc1ncnc2c1ncn2CCCN1CCN(C(=O)C2CC2)CC1,3,0,-1,0,0.6,1,2,-1,9,4
COc1cc2c(cc1OC)C(C)N(C(=O)c1cc(Cl)nc(Cl)c1)CC2 (configuration not stated),0,-2,-4,0,-1.8,-6,-1,1,3,-3
O=C(CN1C(=O)CCC1=O)Nc1nc(-c2ccc(Cl)s2)cs1,5,1,-3,-8,-0.2,6,2,2,-3,-7
O=C(Nc1ncccc1O)c1cccc(S(=O)(=O)N2CCCc3ccccc32)c1,0,-4,2,6,-1.1,4,0,-6,1,-2
COC(C(=O)Nc1ccnn1C1CCN(Cc2ccc(C)o2)CC1)c1ccccc1 (configuration not stated),3,0,-12,4,-0.3,-4,0,0,-8,2
COc1ccc(S(=O)(=O)N2CCOCC2)cc1NC(=O)c1ccc(S(=O)(=O)N2CCCCC2)cc1,9,2,2,-6,0.4,13,-5,0,5,-15
COc1ccc(Cl)c2sc(N3CCN(C(=O)C4=COCCO4)CC3)nc12,0,-3,-4,-4,-0.6,-5,0,4,-6,-4
COc1ccccc1CC(=O)N1CCN(c2ccc([N+](=O)[O-])cc2)CC1,3,0,-1,-1,-0.8,-1,-2,3,-1,0
CN(C)CC/C=C1\c2ccc(F)cc2Sc2cc(F)c(Cl)cc21,-1,2,·,12,-1.8,5,8,12,-5,27
O=c1[nH]c(SCc2ccccc2)nc2ccsc12,-1,-1,-1,7,-1.9,5,-3,-2,-5,-1
C=CCOc1ccccc1CN1CCC(C(=O)Nc2cccc(-c3ccn[nH]3)c2)CC1,-7,-2,-10,6,0.7,-4,2,-3,0,-5
CCCc1nc2ccccc2c(=O)n1/N=C/c1ccccc1O,0,-2,1,10,-0.8,1,-2,3,2,-3
O=[N+]([O-])c1ccc(N2CCN(c3ccc(F)cc3)CC2)nc1,2,4,0,-7,-2.2,-3,-6,-4,2,-2
COCCNC(=O)c1ccc(CS(=O)(=O)c2ccc(Cl)cc2)o1,0,0,0,0,-0.2,1,-1,6,-3,1

# Individual results from the results shown:
# In UHRF1 binding, O=[N+]([O-])c1ccc(N2CCN(c3ccc(F)cc3)CC2)nc1 has 4
# In HTRA1 inhibitor, COc1ccc(Cl)c2sc(N3CCN(C(=O)C4=COCCO4)CC3)nc12 has -4
